High-throughput results as filed in PubChem.
XIAP displacement – small molecules displacing peptide from XIAP – biochemical, IAP family, fluorescence polarization (AID 1018) | actives 0.007% (n = 200,000) | XIAP BIR domain, fluorescence polarization peptide displacement; higher % means a stronger effect | displacement, % at 20 µM, or IC50 in µM where a hit was titrated; in the data active = displacement above about 50%; note: a part of the inactive calls stands beside numbers as strong as those of hits
NS5 inhibitors – flavivirus cap methylation enzyme inhibition – biochemical, confirmation dose response, primary screen (AID 588689); Dengue-2 NS5 methyltransferase capping enzyme assay, biochemical; higher % means a stronger effect; inhibition, % at 25 µM; hits with a dose series show IC50 in µM; actives 0.3% (n = 340,000); in the data active = a potency from the dose series
HIV fusion peptide – inhibitors of HIV fusion peptide binding, primary screen, biochemical, uHTS, fluorescence dequenching (AID 1986). cell-free peptide binding, fluorescence dequenching, 30 min; higher % means a stronger effect. inhibition, % at 20 µM; hits with a dose series show IC50 in µM. actives 0.3% (n = 290,000); in the data active = inhibition mostly above about 52%, no sharp cut-off; inactive = mostly below about 76%; note: some results filed as inactive read as strong as hits
AID2073 – inhibitors of Mint1-CaV2.2 protein interaction, biochemical, HTRF (AID 2073); HTRF protein-protein interaction, Mint1-CaV2.2; higher % means a stronger effect; inhibition, % at 20 µM; hits with a dose series show IC50 in µM; actives 0.19% (n = 290,000); in the data active = inhibition mostly above about 51%, no sharp cut-off; note: some results filed as inactive read as strong as hits
RSV antiviral HEp-2 – RSV antiviral activity via CPE protection, HEp-2 cells, primary 10 µM value included (AID 2391); actives 0.13% (n = 310,000); one-dose CPE inhibition, % at 10 µM; IC50 in µM for titrated hits; HEp-2 cells, RSV-induced CPE inhibition; higher % means a stronger effect; in the data active = a potency from the dose series; note: strong numbers were not always called active
LYP inhibition – PTPN22 lymphoid phosphatase activity blockers – biochemical, fluorescence intensity, uHTS (AID 1779) | recombinant LYP phosphatase, fluorescence intensity; higher % means a stronger effect | actives 0.054% (n = 290,000) | one-dose inhibition, % at 11.5 µM; IC50 in µM for titrated hits; in the data active = inhibition above about 50%;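 note: plate controls were vehicle with enzyme for no effect and no enzyme for full effect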
SV40 large T antigen – SV40 large T antigen inhibitors, biochemical (AID 1903); SV40 large T antigen ATPase/helicase inhibition assay; higher % means a stronger effect; one-dose inhibition, % at 20 µM; IC50 in µM for titrated hits; actives 0.39% (n = 310,000); in the data active = a potency from the dose series; note: strong numbers were not always called active
Rac1 GTP hydrolysis – MgcRacGAP GTPase-activating activity inhibitors, confirmation, biochemical, ADP Hunter fluorescence; MgcRacGAP-stimulated Rac1 GTP hydrolysis, ADP Hunter fluorescence; higher % means a stronger effect; GST-tagged Rac1 F28L mutant substrate; inhibition, % at 30 µM, or IC50 in µM where a hit was titrated; actives 0.6% (n = 340,000);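 active = first-screen hits whose inhibition reached a set limit at any dose in the follow-up dose series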;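 note: fluorescence reports GDP produced by GAP-driven GTP hydrolysis; strong numbers were not always called active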
Siah-1 displacement – blockers of Siah-1 interaction with plectin peptide – biochemical, fluorescence polarization, rhodamine-plectin, uHTS, primary screen (AID 1817); Siah-1 / rhodamine-plectin peptide fluorescence polarization; higher % means a stronger effect; displacement, % at 20 µM; hits with a dose series show IC50 in µM; actives 0.02% (n = 290,000);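 active = displacement of at least 50% at 20 µM, with a fluorescence ratio check between 0.3 and a set limit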;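 note: plate controls were Siah plus tracer with DMSO for no effect and tracer alone without Siah for full effect; strong numbers were not always called active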
NS5 inhibitors pilot replicate – recorded beside NS5 inhibitors, whose call it bears; inhibition, %; measured here: pilot screen replicate inhibition
* = called active by the depositor; · = not tested or not shown; & = joins results of further samples.

SMILES	XIAP displacement	NS5 inhibitors	HIV fusion peptide	AID2073	RSV antiviral HEp-2	LYP inhibition	SV40 large T antigen	Rac1 GTP hydrolysis	Siah-1 displacement	others
Nc1nc2c(c3c1c(=O)oc1ccccc13)CCCCC2	-0.3%	6%	1.8%	24%	3.0%	-18%	13%	13%	-3%
CCNC(=O)CC1C(=O)N(c2cccc(C)c2)C(=O)N1CCC(C)C (stereo not drawn)	·	-4%	-0.3%	-8%	6.5%	3%	0%	6%	-1%
COc1cccc(C2CC(c3ccc(Cl)cc3Cl)n3nc(N)nc3N2)c1 (stereo not drawn)	1.9%	4%	1.5%	-2%	3.2%	2%	4%	-1%	0%
O=C(CCc1nnc(CCCCc2ccccc2)o1)NC1CCCC1	-3.7%	·	1.6%	5%	3.4%	-2%	25%	5%	4%
CCNC(=S)N1CCN=C1Nc1nc(C)cc(C)n1	-4.0%	·	1.2%	15%	-1.9%	-8%	6%	·	9%
Cc1ccccc1NC(=O)Cn1nnc2ccccc21	-3.4%	1%	1.2%	-1%	1.0%	-4%	-1%	9%	5%
CC(=O)S[C@@H]1CC2=CC(=O)CC[C@]2(C)[C@H]2CC[C@@]3(C)[C@@H](CC[C@@]34CCC(=O)O4)[C@H]12	·	11%	·	·	1.5%	·	26%	-1%	·
COc1ccccc1-c1c(C)oc2c(CN3CCCCC3C)c(O)ccc2c1=O (stereo not drawn)	·	-3%	-1.6%	35%	2.6%	-7%	3%	7%	0%
CCC(=O)c1ccc(N2CCOCC2)c(F)c1	·	-4%	·	·	5.3%	·	-3%	15%	·
CCc1nnc(NS(=O)(=O)c2ccc(NC(=O)/C=C/c3ccc(F)cc3)cc2)s1	-6.9%	4%	40%	6%	0.9%	-1%	7%	13%	7%
Cc1cc(C)c(C(=O)Cn2cnc3cc([N+](=O)[O-])ccc3c2=O)cc1C	-3.6%	-4%	1.7%	17%	0.3%	0%	1%	1%	-7%
COC(=O)CCCCC1SCC(NC(=O)OC)C1NC(=O)OC (stereo not drawn)	-1.5%	-1%	-0.4%	8%	0.3%	-7%	10%	-1%	-1%

No new results follow: entries from further up.
SMILES	XIAP displacement	NS5 inhibitors	HIV fusion peptide	AID2073	RSV antiviral HEp-2	LYP inhibition	SV40 large T antigen	Rac1 GTP hydrolysis	Siah-1 displacement	others
Nc1nc2c(c3c1c(=O)oc1ccccc13)CCCCC2	-0.3%	6%	1.8%	24%	3.0%	-18%	13%	13%	-3%
CCNC(=O)CC1C(=O)N(c2cccc(C)c2)C(=O)N1CCC(C)C (stereo not drawn)	·	-4%	-0.3%	-8%	6.5%	3%	0%	6%	-1%
COc1cccc(C2CC(c3ccc(Cl)cc3Cl)n3nc(N)nc3N2)c1 (stereo not drawn)	1.9%	4%	1.5%	-2%	3.2%	2%	4%	-1%	0%
O=C(CCc1nnc(CCCCc2ccccc2)o1)NC1CCCC1	-3.7%	·	1.6%	5%	3.4%	-2%	25%	5%	4%
CCNC(=S)N1CCN=C1Nc1nc(C)cc(C)n1	-4.0%	·	1.2%	15%	-1.9%	-8%	6%	·	9%
Cc1ccccc1NC(=O)Cn1nnc2ccccc21	-3.4%	1%	1.2%	-1%	1.0%	-4%	-1%	9%	5%
CC(=O)S[C@@H]1CC2=CC(=O)CC[C@]2(C)[C@H]2CC[C@@]3(C)[C@@H](CC[C@@]34CCC(=O)O4)[C@H]12	·	11%	·	·	1.5%	·	26%	-1%	·
COc1ccccc1-c1c(C)oc2c(CN3CCCCC3C)c(O)ccc2c1=O (stereo not drawn)	·	-3%	-1.6%	35%	2.6%	-7%	3%	7%	0%
CCC(=O)c1ccc(N2CCOCC2)c(F)c1	·	-4%	·	·	5.3%	·	-3%	15%	·
CCc1nnc(NS(=O)(=O)c2ccc(NC(=O)/C=C/c3ccc(F)cc3)cc2)s1	-6.9%	4%	40%	6%	0.9%	-1%	7%	13%	7%
Cc1cc(C)c(C(=O)Cn2cnc3cc([N+](=O)[O-])ccc3c2=O)cc1C	-3.6%	-4%	1.7%	17%	0.3%	0%	1%	1%	-7%
COC(=O)CCCCC1SCC(NC(=O)OC)C1NC(=O)OC (stereo not drawn)	-1.5%	-1%	-0.4%	8%	0.3%	-7%	10%	-1%	-1%

Further results
SMILES	XIAP displacement	NS5 inhibitors	HIV fusion peptide	AID2073	RSV antiviral HEp-2	LYP inhibition	SV40 large T antigen	Rac1 GTP hydrolysis	Siah-1 displacement	others
COC(=O)[C@@H](Cc1c[nH]c2ccccc12)NC(=O)c1cc(=O)[nH]c2ccccc12	·	-8%	-0.6%	-1%	2.5%	-8%	3%	8%	-3%
Cc1cnc(C(=O)Oc2ccc(-c3ccccc3)cc2)cn1	·	0%	-2.1%	2%	0.5%	-10%	5%	13µM*	-7%
Cc1ccc(S(=O)(=O)c2cc3c(=O)n4cccc(C)c4nc3n(CC3CCCO3)c2=N)cc1 (stereo not drawn)	-2.8%	·	1.5%	8%	·	-25%	·	·	-2%
Cc1onc(-c2c(Cl)cccc2Cl)c1C(=O)N1CCN(c2ccccc2F)CC1	·	-3%	-1.9%	7%	3.8%	-1%	26%	8%	4%
COc1ccc(C2C(C(=O)OCC(=O)Nc3ccc(C)cc3)CCC(=O)N2c2ccc(OC)cc2)cc1 (stereo not drawn)	-9.4%	-8%	0.1%	0%	2.0%	0%	1%	3%	-1%
CC(C)Cc1nc(N2CCOCC2)c(C#N)c2c1COC(C)(C)C2	-2.3%	-3%	1.1%	3%	2.4%	-1%	-1%	7%	6%
CCOCCCNC(=O)CN1C(=O)c2ccccc2Sc2ncccc21	·	6%	1.2%	-1%	1.0%	1%	15%	-1%	2%
CC1Cc2cc(/C(O)=C3/C(=O)C(=O)N(CCN4CCOCC4)C3c3ccc(C(C)C)cc3)ccc2O1 (stereo not drawn)	·	·	0.9%	-3%	1.1%	-1%	6%	·	5%
COC(=O)C1=C(C)N(c2ccc(OC)c(OC)c2)C(=O)/C1=C\c1ccco1	-4.6%	2%	12%	11%	2.2%	4%	6%	7%	-5%
O=C(Nc1ncn[nH]1)c1ccccc1Br	-4.8%	-2%	1.4%	17%	1.8%	-4%	4%	-7%	-3%
Clc1ccc(-c2nnc(N3CCCC3)nn2)cc1	2.7%	5%	-1.1%	-10%	4.6%	-6%	23%	8%	-6%
CCOC(=O)c1ccc(NC(=O)Cn2c(-c3nonc3N)nc3ccccc32)cc1	-2.9%	5%	2.5%	33%	-0.5%	-11%	-2%	4%	0%
Cc1ccc(S(=O)(=O)/C(C#N)=C/c2c[nH]c3ccccc23)cc1	-7.1%	-7%	1.3%	-4%	2.1%	2%	3%	6%	1%
CC(C)(C)N(Cc1cc2ccccc2[nH]c1=O)C(=O)c1cccc([N+](=O)[O-])c1	·	5%	1.8%	-3%	0.6%	-7%	17%	8%	16%
Fc1ccc(NC(=S)N2CCCN(c3ccc(C(F)(F)F)cn3)CC2)c(F)c1	·	-3%	0.8%	9%	-2.5%	1%	14%	13%	4%
Cc1cc(C)cc(Cn2ncc(Cl)c(Cl)c2=O)c1	-1.3%	·	1.5%	-6%	-2.5%	-6%	11%	·	-1%
Cc1cc[n+](CC(=O)c2ccc3c(c2)OCCO3)cc1	-6.1%	-4%	-0.8%	7%	1.9%	1%	-2%	5%	10%
NC(=O)c1ccc(NC(=O)CCc2nc3ccccc3s2)cc1	-10%	19%	10%	32%	2.8%	-1%	-6%	9%	-8%
Cc1ccccc1-c1nc(CS(=O)(=O)CC(=O)N(C)C2CCCCC2)c(C)o1	-12%	-3%	0.4%	4%	2.3%	1%	-3%&9%	2%	16%
COc1ccc(C(=O)NC(=S)Nc2ccc3[nH]c(=O)[nH]c3c2)cc1	·	-6%	1.5%	-12%	1.6%	-2%	27%	0%	1%
CC(C)n1nc(C(=O)Nc2nnc(SCc3c(Cl)cccc3Cl)s2)c2ccccc2c1=O	-3.2%	-7%	1.7%	22%	5.1%	5%	0%	-2%	2%
CCOC(=O)c1sc(Nc2nc(C)cc(OC)n2)nc1C	-4.4%	-7%	-0.6%	-1%	5.9%	-8%	0%	11%	-1%
CC(=O)c1cccc(NC(=O)c2csc(-n3nc(C)cc3C(F)(F)F)n2)c1	0.6%	-3%	-1.8%	26%	1.0%	2%	-7%	-2%	2%	NS5 inhibitors pilot replicate=1.1
Cc1cc(C)nc(NC(=O)CSc2nc3ccccc3o2)n1	-9.7%	-1%	0.6%	-1%	·	-13%	19%	8%	-1%
COC(=O)CSc1[nH]c2ccc(Br)cc2c1[N+](=O)[O-]	-4.9%	·	1.2%	5%	-0.3%	-3%	15%	22%	-1%
O=C(O)C1CC1C(=O)Nc1cc(F)ccc1F (stereo not drawn)	-7.0%	0%	-0.2%	14%	2.6%	2%	5%	5%	-2%
NC(=S)Cc1nc(-c2ccc(Cl)cc2)cs1	-12%	-2%	4.4%	37%	3.4%	1%	14%	4%	-6%
Cc1nnc(SCC2=C(C(=O)O)N3C(=O)C(NC(=O)C(C)n4nc(C(F)(F)F)cc4C)C3SC2)s1 (stereo not drawn)	-10%	5%	25%	7%	0.5%	-4%	12%	13%	6%
COc1ccc(S(=O)(=O)CCC(=O)NCCc2ccc(C)cc2)cc1	-20%	1%	-1.1%	4%	1.5%	0%	4%	0%	1%
O=C(NCCCNC(=O)c1cncc(O)c1)c1cncc(O)c1	-1.4%	-5%	2.6%	-1%	1.5%	-3%	3%	1%	11%
CCNc1nc(Cl)nc(NCCOc2ccc(C)cc2)n1	-5.5%	3%	0.8%	9%	1.4%	-10%	24%	-9%	-4%
O=C(Nc1ccc(F)cc1)Nc1nnc(COc2ccccc2F)s1	-2.8%	-6%	0.2%	6%	1.1%	7%	6%	10%	-4%
O=C(O)C(Cc1ccccc1)N1C(=O)/C(=C/c2cccc3ccccc23)SC1=S (stereo not drawn)	-3.0%	·	53%*	-10%	4.5%	2%	33%	·	6%
O=C(CCc1ccccc1)NNC(=O)Cc1ccc(Cl)cc1	-2.5%	3%	2.6%	-8%	1.3%	0%	12%	1%	-2%
N=C(N)c1ccc(/C=C/c2ccc(C(=N)N)cc2O)cc1	·	7%	0.1%	20%	2.1%	-11%	20%	39µM*	7%
N#CCc1ccc(C(=O)c2ccccc2F)s1	2.4%	-11%	1.2%	8%	2.5%	-5%	17%	2%	-4%
Cc1ccc(SC(=O)c2c([N+](=O)[O-])c(C)nn2C)cc1	·	-17%	-0.4%	14%	·	-9%	9%	20%	-11%
CC(=O)c1cccc(NC(=O)c2ccc(N(Cc3ccccc3)S(C)(=O)=O)cc2)c1	-4.6%	-1%	-1.2%	-3%	2.5%	-10%	15%	5%	-2%	NS5 inhibitors pilot replicate=3.6
COc1ccccc1NC(=S)N(CCc1ccc(OC)c(OC)c1)Cc1ccccn1	-5.4%	-4%	-1.1%	-19%	2.0%	2%	22%	3%	2%
Cc1ccc(CNCc2ccco2)cc1	·	-1%	1.4%	-2%	0.3%	-13%	3%	24%	-1%
COc1ccc(CN(C(=O)c2ccc3c(c2)OCCO3)C(C(=O)NC2CCCCC2)c2ccc3ncccc3c2)cc1 (stereo not drawn)	0.2%	-3%	-0.5%	-2%	1.6%	0%	13%	3%	5%
O=C(C1CCCO1)N1CCN(C(=S)Nc2cccc(F)c2)CC1 (stereo not drawn)	·	-1%	-0.6%	-21%	0.5%	-1%	10%	6%	4%
